# Screening data: PubChem, several laboratories
# bIAP inhibitor: blocks bovine intestinal alkaline phosphatase activity; purified bovine IAP, CDP-star luminescence, 30 min; 190,000 tested, under 10 active; inhibition, % at 20 µM;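 active = over 50% inhibition of intestinal alkaline phosphatase at 20 µM in the single-dose screen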
#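 System: purified bovine intestinal alkaline phosphatase (IAP) enzyme; Input: IAP diluted 1/65,000,000 in the well; Measured by: CDP-star luminescence signal; Compound dosing: 20 µM single dose; Incubation: 30 min reaction at room temperature.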
# TNAP act hiacc: TNAP (human) activation, high acceptor; activation factor at 20 µM; P05186; AID 1136; 200,000 tested, under 10 active; purified TNAP, CDP-star luminescence, 1 M DEA, 30 min; stronger effect = higher value; 0 = EDTA background, 1 = DMSO-only activity;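 active = activation factor at least 2 at 20 µM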
# Target sequence (P05186 whole entry, looked up): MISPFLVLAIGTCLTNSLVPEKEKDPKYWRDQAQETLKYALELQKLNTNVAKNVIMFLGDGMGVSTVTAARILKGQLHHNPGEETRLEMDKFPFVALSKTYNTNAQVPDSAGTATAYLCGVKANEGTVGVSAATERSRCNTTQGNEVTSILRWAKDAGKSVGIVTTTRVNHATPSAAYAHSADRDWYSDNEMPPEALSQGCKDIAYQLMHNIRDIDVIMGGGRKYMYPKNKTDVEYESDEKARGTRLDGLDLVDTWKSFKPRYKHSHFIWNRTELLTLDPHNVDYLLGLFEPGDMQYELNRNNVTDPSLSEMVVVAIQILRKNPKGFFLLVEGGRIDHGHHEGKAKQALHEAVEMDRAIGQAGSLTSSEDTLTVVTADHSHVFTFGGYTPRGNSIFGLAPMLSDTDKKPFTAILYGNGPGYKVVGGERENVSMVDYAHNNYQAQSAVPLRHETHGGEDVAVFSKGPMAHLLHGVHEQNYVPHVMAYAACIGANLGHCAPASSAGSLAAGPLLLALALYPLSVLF
#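 Control set: EDTA negative control, DMSO positive control / Assay system: human TNAP / Quantity: TNAP 1/800 final / Evaluation: TNAP activation factor scaled between EDTA and DMSO control wells / Measured by: luminescent substrate turnover signal / Compound dosing: one dose, 20 µM / Times: 30 min enzyme reaction at room temperature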
# TNAP inh hi DEA: blocks human TNAP under high phosphate acceptor concentration; 200,000 tested, 0.03% active; inhibition, % at 20 µM; purified TNAP, CDP-star luminescence, 1 M DEA; P05186; AID 1135;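 active = over 50% inhibition of tissue-nonspecific alkaline phosphatase at 20 µM in the single-dose screen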;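 also: plate controls were DMSO wells for no effect and EDTA-quenched wells as full inhibition for full effect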
# TNAP inh no acc: TNAP (human) inhibition, acceptor-free conditions; P05186; purified TNAP, CDP-star luminescence, 30 min; inhibition, % at 20 µM; 200,000 tested, 0.26% active; AID 1012;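 active = tissue-nonspecific alkaline phosphatase inhibition above about 50% at 20 µM in the single-dose screen, limit read from the data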;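 also: 0% = DMSO negative control and 100% = EDTA positive control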
# PMI activator: increases human mannose-6-phosphate isomerase activity | P34949 | purified human PMI, coupled resazurin fluorescence, 20 min; stronger effect = higher value; 1 = vehicle control, 0 substrate-free wells | activation factor at 20 µM | 190,000 tested, 0.005% active | AID 1214;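 active = activation factor of 2 or more at 20 µM, relative to plate controls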
# Target sequence (P34949 whole entry, looked up): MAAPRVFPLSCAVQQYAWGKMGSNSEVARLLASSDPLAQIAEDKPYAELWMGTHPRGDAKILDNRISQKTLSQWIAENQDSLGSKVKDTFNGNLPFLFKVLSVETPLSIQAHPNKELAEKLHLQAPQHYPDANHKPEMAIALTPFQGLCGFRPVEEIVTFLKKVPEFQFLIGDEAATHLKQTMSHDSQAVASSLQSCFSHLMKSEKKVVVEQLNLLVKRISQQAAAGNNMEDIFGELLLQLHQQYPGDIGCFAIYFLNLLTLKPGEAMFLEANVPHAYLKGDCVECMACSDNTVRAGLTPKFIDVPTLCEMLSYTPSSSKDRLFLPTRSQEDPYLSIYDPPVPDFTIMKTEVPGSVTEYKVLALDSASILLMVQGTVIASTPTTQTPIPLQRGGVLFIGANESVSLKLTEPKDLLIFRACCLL
# PMI act hi M6P: activators of human phosphomannose isomerase at near-saturating mannose 6-phosphate; P34949; coupled PMI enzyme assay, resazurin fluorescence, 20 min; stronger effect = higher value; 1 = untreated enzyme, 0 = substrate-free blank; activation factor at 20 µM; 190,000 tested, 0.34% active;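 active = activation factor of 2 or more at 20 µM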
#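 assay system = human phosphomannose isomerase with PGI, G6PDH, diaphorase coupling enzymes | quantity = 15 ng/mL PMI | incubation = enzyme reaction with compound 20 min at room temperature | medium = HEPES pH 7.4 buffer with MgCl2 and Tween-20 | compound dosing = one concentration, 20 µM, in 1% DMSO | measured by = Diaphorase-driven resazurin-to-resorufin fluorescence, excitation 544, emission 590 nm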
# Diaph act CS: activates diaphorase or chemically reduces, flagging diaphorase assay artifacts | Diaphorase/resazurin coupled assay, resorufin fluorescence, 16 min; stronger effect = higher value; 1 = vehicle wells, 0 = NADH-free wells | activation factor at 20 µM | 190,000 tested, 0.005% active | AID 1229;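 active = diaphorase activity raised at least twofold by the compound at 20 µM; inactive = activation factor below 2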
#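 Material: purified diaphorase enzyme from Clostridium kluyveri / Medium: HEPES pH 7.4 buffer with MgCl2 and Tween 20 / Schedule: enzyme reaction of 16 min at room temperature / Measured by: resorufin fluorescence, excitation 544 nm, emission 590 nm / Evaluation: rise in resorufin formation, marking diaphorase activation or chemical reduction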
# bIAP act: increases bovine intestinal alkaline phosphatase activity; purified bovine IAP, CDP-star luminescence, 30 min; stronger effect = higher value; fold of DMSO-control signal, blank-subtracted; activation factor at 20 µM; AID 1016; 200,000 tested, 0.17% active;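 active = activation factor of 2 or more at 20 µM, a signal rise over negative controls twice the positive control's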
# L major viab: inhibitors of Leishmania major promastigote growth; inhibition, % at 10 µM; Leishmania major promastigotes, resazurin fluorescence viability; 200,000 tested, 9% active; in the data active = inhibition above about 50%;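 also: promastigotes grown with compound for 44 hours at 28 °C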
# Diaphorase inh: inhibits diaphorase or chemically oxidizes, flagging diaphorase assay artifacts; diaphorase resazurin-to-resorufin fluorescence, NADH, 16 min; bacterial (C. kluyveri) enzyme, not human; inhibition, % at 20 µM; 190,000 tested, 0.69% active;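 active = primary screen inhibition at 20 µM above a set limit, cut at about 50% in these data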;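 also: plate controls were DMSO with full reaction for no effect and wells lacking NADH for full effect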
#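 controls = No-NADH positive control and DMSO neutral control | system = Clostridium kluyveri diaphorase enzyme | timing = reaction incubation of 16 min at room temperature | signal = resorufin fluorescence 544/590 nm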
# * = called active by the depositor; nt = not tested or not shown.
Molecule	bIAP inhibitor	TNAP act hiacc	TNAP inh hi DEA	TNAP inh no acc	PMI activator	PMI act hi M6P	Diaph act CS	bIAP act	L major viab	Diaphorase inh
Cc1c(/C=C2\SC(=O)N(CC(=O)Nc3ccc4c(c3)OCO4)C2=O)c2ccccc2n1C	1	1	3	0	0.9	0.9	1	1	-2	3
O=C(OCCN1C(=O)c2cccc3c(N4CCOCC4)ccc(c23)C1=O)c1ccccc1Cl	21	1	-4	-3	1	0.9	0.8	0.8	86*	21
O=C(CN1CCC(Cc2ccccc2)CC1)Nc1ccc2c(c1)OCCO2	1	1.1	-10	-10	0.9	0.9	0.8	1	28	21
N#C/C(C(=O)NCc1ccco1)=C1/SC=C(c2ccccc2)N1c1ccccc1	12	1	-3	-11	1	0.9	0.9	0.9	-3	9
Cc1ccc(-c2noc(CN3CCOCC3)n2)cc1	5	1	-1	-2	0.9	0.9	1	0.9	-5	2
O=C(O)c1cc(Cl)c(Cl)cc1C(=O)Nc1cccc2cccnc12	0	1	-1	0	0.9	0.5	0.8	1	-5	25
CC(C)(C)OC(=O)N1CCC(C(=O)N[C@@H](Cc2ccccc2)C(=O)O)(c2ccccc2)CC1	7	1	-1	-8	1	1	1	0.9	-4	4
Cc1nnc(Nc2ccc(C(=O)NCCO)cc2)c2ccccc12	0	1	-3	-4	0.9	0.9	0.9	1	-2	13

# Exported field by field: two of the compounds above
N#C/C(C(=O)NCc1ccco1)=C1/SC=C(c2ccccc2)N1c1ccccc1
- bIAP inhibitor: 12
- TNAP act hiacc: 1
- TNAP inh hi DEA: -3
- TNAP inh no acc: -11
- PMI activator: 1
- PMI act hi M6P: 0.9
- Diaph act CS: 0.9
- bIAP act: 0.9
- L major viab: -3
- Diaphorase inh: 9

Cc1ccc(-c2noc(CN3CCOCC3)n2)cc1
- bIAP inhibitor: 5
- TNAP act hiacc: 1
- TNAP inh hi DEA: -1
- TNAP inh no acc: -2
- PMI activator: 0.9
- PMI act hi M6P: 0.9
- Diaph act CS: 1
- bIAP act: 0.9
- L major viab: -5
- Diaphorase inh: 2

# Other structures follow:
Molecule	bIAP inhibitor	TNAP act hiacc	TNAP inh hi DEA	TNAP inh no acc	PMI activator	PMI act hi M6P	Diaph act CS	bIAP act	L major viab	Diaphorase inh
COc1cccc(NC(=O)c2cc([N+](=O)[O-])ccc2N2CCN(C)CC2)c1	-17	1	3	0	nt	nt	nt	1.2	-1	nt
O=[N+]([O-])c1ccc(Oc2c(F)c(F)nc(N3CCCC3)c2F)cc1	47	1	2	-6	0.9	1	0.9	0.5	-5	8
Cc1n[nH]c(=O)nc1N/N=C/c1cccs1	-32	1	-2	-42	0.9	0.8	1	1.3	4	0
O=C(NCC1CCCO1)c1sc2cc(Cl)ccc2c1Cl (configuration not stated)	20	1	1	-5	0.9	1	0.9	0.8	-3	8
CN1CCN(C(=O)C2=C[C@H](c3ccc(C(F)(F)F)cc3)C[C@H](OCc3ccc(CO)cc3)O2)CC1	-10	1	-1	-2	1	1.1	1	1.1	8	2
O=C(CSc1nnc(COc2ccccc2)n1Cc1ccco1)Nc1ccc2c(c1)OCCO2	16	1.1	-10	-16	0.9	0.9	0.8	0.8	-3	19
S=C(NCc1cccnc1)Nc1ccc(Cl)c(Cl)c1	31	1	-2	-3	0.9	1	0.9	0.7	98*	8
COc1ccccc1N1CCN(c2ccc(N3C(=O)CCC3=O)cc2[N+](=O)[O-])CC1	7	1	1	-5	1.1	0.9	0.8	0.9	-3	15
COc1ccc(CNCc2cn(-c3cccc(F)c3)nc2-c2ccc(C)o2)cc1	1	1	0	-8	0.9	0.9	1.1	1	96*	-13
CC(C)CCN1CCN(Cc2cccs2)CC1CCO (configuration not stated)	12	1	-3	-6	0.9	0.9	0.8	0.9	0	21
COc1ccc(N2CCc3c(C)nc(SC)nc32)cc1	9	1	-5	-13	1	1	0.9	0.9	2	14
O=C(NCc1cccs1)c1noc2c1CCCCC2	10	1.1	-8	-14	1	1	0.8	0.9	-8	17
C=CCn1c(NC(=O)c2ccco2)c(S(=O)(=O)c2ccccc2)c2nc3ccccc3nc21	-5	1	-2	-13	0.9	0.7	0.8	1.1	nt	18
CCCCn1nc2cc(C(=O)NCc3ccccc3OC)ccc2c1OCC	4	1.1	-6	-7	1	1	0.9	1	4	14
CCn1ncc(Br)c1C(=O)Nc1ccc2c(c1)OCCO2	-7	1	-1	-12	1.1	1	0.8	1.1	-4	18
O=C(c1cc2cc(Br)ccc2oc1=O)N1CCCC1	11	1.1	-6	-15	0.9	1	0.9	0.9	-2	12
CCN(CC)S(=O)(=O)c1ccc(OC)c(NC(=O)CSc2cc(Cl)ccc2Cl)c1	9	1.1	-8	-13	0.9	0.9	0.8	0.9	98*	24
COc1ccc(Br)cc1C(=O)N/N=C/c1ccc2c(c1)n(C)c(=O)n2C	-12	1	-2	-10	1.1	1	0.9	1.1	28	10
CC(c1cccnc1)N(C(=O)Nc1ccccc1)C1CCCCC1 (configuration not stated)	6	1.1	-5	-12	1	1	0.8	0.9	78*	18
Cc1cccc(NC(=O)Cn2nnc(C(=O)NCc3ccco3)c2N)c1	-4	1	-3	-12	1.1	1.1	1	1	-7	-4
CSCCC(NC(=O)c1ccc(=O)n(C)n1)c1nc2ccccc2[nH]1 (configuration not stated)	19	1	-2	-5	1.2	1.2	0.9	0.8	-5	13
CC(C)C(=O)NC(NC(=O)C(C)C)c1ccc([N+](=O)[O-])cc1	4	1	-4	-8	1.1	1.1	1	1	2	-3
CCN1C(=O)c2ccc(C(=O)Nc3ncc(C)s3)cc2C1=O	9	1	-4	-8	1.1	1	1.1	0.9	-5	-7
Cc1nn(C)c(C(=O)NNC(=S)Nc2ccc(F)cc2)c1[N+](=O)[O-]	-31	1.1	-6	-12	1	1.1	0.7	1.3	-4	27
NNC(=O)c1csc(-c2cccc(C(F)(F)F)c2)n1	0	1	0	-4	1	1.1	0.5	1	-10	48
O=C(c1ccc(S(=O)(=O)NCc2ccco2)cc1)N1CCN(Cc2ccccc2)CC1	-8	1	0	-3	1	1	0.9	1.1	6	6
Cc1ccc(-n2cc3ccc([N+](=O)[O-])cc3n2)cc1	15	1	3	-5	1	0.9	0.9	0.9	-6	10
Cc1cc(NC(=O)CSc2nnc(C)n2-c2ccccc2)no1	5	1	-4	0	0.9	0.9	0.8	0.9	-7	18
COc1ccccc1NC(=S)N1CC(C)OC(C)C1 (configuration not stated)	0	1	-4	-8	1	1	1	1	-2	3
CCc1nnc(NC(=O)CSc2nc(SC)ns2)s1	1	1	-1	-4	1.1	1	1	1	-6	0
Cc1noc(C)c1C(=O)OC(C)C(=O)Nc1ccc(S(=O)(=O)NC(C)C)cc1 (configuration not stated)	14	1	0	9	0.9	0.9	0.9	0.9	-5	10
COc1cc(SC)ccc1C(=O)OCC(=O)NCC(C)C	-12	1	-5	-4	1	1	1	1.1	0	0
COc1ccc(CCN2C(=O)CC(C(N)=O)SC2=Nc2ccccc2)cc1OC (configuration not stated)	-12	1	-2	-7	0.9	0.9	0.9	1.1	2	8
COc1cnn(-c2ccc(C)cc2)c(=O)c1SCc1ccccc1	26	1	-3	-12	1	1	0.8	0.7	3	22
COc1cc(/C=C/C(=O)OCC(=O)c2c[nH]c3ccccc23)ccc1OC(F)F	42	1	0	-14	0.9	1	0.8	0.6	-4	15
Cc1ccc(Cn2c(SCc3cccnc3)nc3c2c(=O)n(C)c(=O)n3C)cc1	12	1	3	1	0.9	1	0.9	0.9	20	8
COc1ccc(CN(Cc2cccnc2)C(=S)NCCc2ccccc2)cc1OC	3	1.1	-6	2	1	1	1	1	100*	1
Cc1ccc(NC(=O)Nc2ccc(F)cc2)nc1	6	1	-4	-10	1	0.9	1	0.9	1	2
COc1cc(S(=O)(=O)N(Cc2ccccc2)CC2CCCO2)ccc1-n1cnnn1 (configuration not stated)	4	1.1	-6	-3	1	1	0.8	1	7	22
Cc1cccc(Nc2c([N+](=O)[O-])c(=O)n(C)c3ccccc23)c1	6	1	2	-18	1	1	0.8	0.9	26	21
CN1CCN(C(=O)c2ccc(CSc3nc4ccncc4n3Cc3ccc(F)cc3)cc2)CC1	24	1	1	5	1.1	1	1	0.8	-3	-2
O=C1CCN(c2ccc([N+](=O)[O-])cc2F)CC1	-7	1	2	1	0.9	0.8	0.9	1.1	-13	14
CCCCCNC(=O)C(C)Sc1ccc(Cl)cc1 (configuration not stated)	3	1	-4	-6	1	1	0.9	1	-3	8
O=C(NC1CCCCC1)c1ccccc1NC(=O)C1CC(=O)N(c2ccc(Cl)cc2)C1 (configuration not stated)	-20	1	1	-6	0.9	0.9	0.9	1.2	0	13
CCCn1c2ccccc2c2nnc(SCc3[nH]c(=O)[nH]c3C(=O)CCCCC(=O)OCC)nc21	6	0.9	8	-8	0.8	1	0.8	0.9	-7	15
CCc1ccc(CNC(=O)C2CCN(S(=O)(=O)N3CCC4(CC3)OCCO4)CC2)cc1	-7	1	-2	-9	1	1	0.9	1.1	-3	5
Cc1ccccc1NC(=S)NCCc1ccc(S(N)(=O)=O)cc1	14	1	1	-1	0.9	1	0.9	0.9	-2	8
COc1cc(CCC(=O)Oc2ccc(C(C)=O)cc2)cc(OC)c1OC	-6	1	-2	-6	0.9	1	1	1.1	-5	1
Cc1ccc(CNC(=O)CCC(=O)c2cccs2)cc1	18	1.1	-8	0	0.9	0.9	0.8	0.8	-6	17
Cc1ccc(C(=O)Nc2sc3c(c2C(=O)O)CCCCC3)o1	2	1.1	-6	-3	1	1	0.8	1	8	21
CCOC(=O)NCc1ccc(CNC(=O)OCC)cc1	8	1	-2	-10	0.9	0.9	0.8	0.9	-6	20
COC(=O)c1ccc(NC(=O)c2ccccc2CC[N+](=O)[O-])cc1	-1	1	-4	-13	1.1	1	0.9	1	25	6
Cc1sc2ncn(CC(=O)NCCCC(=O)N3CCN(c4ncccn4)CC3)c(=O)c2c1C	-2	1	-3	-6	1	1	0.8	1	8	16
CN(C)C(/C=C/Nc1cccc(Br)c1)=C(C#N)C#N	-1	1	-1	-6	1	1	1	1	-1	-1
COc1ccc(OC)c(S(=O)(=O)Nc2ccccc2F)c1	-3	1	-4	-15	1	1	0.9	1	3	7
CC1CN(C(=O)C(Sc2ccccc2)c2ccccc2)CC(C)O1 (configuration not stated)	8	1	-3	-14	0.9	1	0.9	0.9	-4	7

# This is a random part of the collection. Share with any hit: about 10%.
